Assay outcomes: PubChem BioAssay, several laboratories
SSB-PriA inh: blocks PriA binding to SSB C-terminal tail | AlphaScreen SSBct-PriA binding, biotinylated peptide | inhibition, % at 33 µM | 0.6% of 430,000 active | AID 1272365; in the data active means inhibition mostly above about 37%, no sharp cut-off; inactive means mostly below about 20%;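 further: plate controls were negative control peptide for no effect and reference peptide for full effect; strong numbers were not always called active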
PfHsp40 yeast: rescue of PfHsp40-mediated yeast toxicity; growth rescue, % at 12.5 µM; S. cerevisiae expressing PfHsp40, growth rescue, ATP luminescence; 0.68% of 340,000 active; in the data active means growth rescue above about 28%, passing the limit was not always enough;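 further: yeast W303a lacking pdr1 and pdr3 grown in galactose medium; growth measured after three days at 30 °C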
MazEF act: increases E. coli MazEF RNase cleavage of RNA. FAM/BHQ RNA-DNA oligo cleavage fluorescence, 5 h. 0.32% of 350,000 active. AID 504720. P0AE70. activation, % at 20 µM; in the data active means activation above about 50%
Target sequence (P0AE70 whole entry, looked up): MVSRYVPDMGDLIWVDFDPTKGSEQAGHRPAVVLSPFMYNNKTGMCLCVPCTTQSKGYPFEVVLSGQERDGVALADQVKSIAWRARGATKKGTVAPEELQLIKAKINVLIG
BH1578 lux ind: induces V. cholerae light production without autoinducers | activation, % at 18.7 µM | V. cholerae BH1578 lux reporter, luminescence, 6 h | 0.16% of 350,000 active | AID 588436; in the data active means activation mostly above about 9.7%, no sharp cut-off; further: not every result past the cut was called active; inactives centre near 0; reference of the scale not given here
Anthrax LF prot: anthrax lethal factor protease inhibition. multiplex microsphere protease cleavage assay, LF. inhibition, % at 10 µM. P15917. 0.12% of 360,000 active; in the data active means inhibition above about 30%; further: plate controls were buffer without enzyme for full effect and enzyme alone for no effect
Target sequence (P15917 whole entry, looked up): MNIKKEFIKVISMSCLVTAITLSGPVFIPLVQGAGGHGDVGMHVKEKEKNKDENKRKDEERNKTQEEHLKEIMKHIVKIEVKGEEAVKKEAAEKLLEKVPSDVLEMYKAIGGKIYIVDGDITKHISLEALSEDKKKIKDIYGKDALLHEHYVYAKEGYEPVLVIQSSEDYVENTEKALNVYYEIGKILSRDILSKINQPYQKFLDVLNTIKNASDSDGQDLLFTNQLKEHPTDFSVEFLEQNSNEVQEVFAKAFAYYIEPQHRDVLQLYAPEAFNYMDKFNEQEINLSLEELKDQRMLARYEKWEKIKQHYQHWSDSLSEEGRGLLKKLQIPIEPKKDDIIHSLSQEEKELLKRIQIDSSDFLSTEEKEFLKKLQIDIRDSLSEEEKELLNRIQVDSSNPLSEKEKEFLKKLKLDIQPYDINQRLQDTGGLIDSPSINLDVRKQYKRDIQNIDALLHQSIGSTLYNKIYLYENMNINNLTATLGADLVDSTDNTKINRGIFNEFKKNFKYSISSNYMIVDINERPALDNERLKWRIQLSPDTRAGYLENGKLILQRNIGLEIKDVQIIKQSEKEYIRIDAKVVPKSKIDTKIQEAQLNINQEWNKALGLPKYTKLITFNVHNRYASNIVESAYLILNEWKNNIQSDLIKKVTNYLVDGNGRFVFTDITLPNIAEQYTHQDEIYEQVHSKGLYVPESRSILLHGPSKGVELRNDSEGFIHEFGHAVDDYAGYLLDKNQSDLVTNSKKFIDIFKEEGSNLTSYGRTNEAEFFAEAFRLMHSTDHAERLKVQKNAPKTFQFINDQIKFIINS
TcdB GH inh: blocks C. difficile toxin B glycohydrolase activity | P18177 | TcdB glycohydrolase enzymatic assay, plate reader | inhibition, % at 9.99 µM | 0.24% of 350,000 active | AID 652162; in the data active means inhibition above about 10%
Rv3671c protease: inhibits the M. tuberculosis serine protease Rv3671c; inhibition, % at 5.96 µM; P9WHR9; 0.048% of 320,000 active; AID 2606; in the data active means inhibition above about 38%;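 further: extracellular domain of Rv3671c used as enzyme; 0% = enzyme with DMSO and 100% = no enzyme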
Yp Topo-I inh: Y. pestis Topo-I inhibition via cleavage products; Y. pestis Topo-I cleavage product accumulation, plate reader; activity, % at 10 µM; 0.064% of 360,000 active; in the data active means activity above about 50%, passing the limit was not always enough; further: inactives centre near 2
VHR inh abs: blocks human VHR1 dual specificity phosphatase | P51452 | recombinant VHR phosphatase, pNPP absorbance | inhibition, % at 13.3 µM | 0.52% of 290,000 active; in the data active means inhibition above about 50%; further: some compounds called inactive have numbers as strong as hits
Target sequence (P51452 whole entry, looked up): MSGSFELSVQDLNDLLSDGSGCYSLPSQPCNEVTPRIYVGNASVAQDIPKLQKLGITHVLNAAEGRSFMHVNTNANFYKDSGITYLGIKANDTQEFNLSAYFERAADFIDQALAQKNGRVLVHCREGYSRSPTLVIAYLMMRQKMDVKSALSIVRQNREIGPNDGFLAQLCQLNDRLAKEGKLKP
3CLpro inhibitor: SARS-CoV 3CLpro protease inhibition | 0.14% of 290,000 active | AID 1706 | recombinant SARS-CoV 3CLpro, quenched FRET peptide cleavage | P0C6X7 | inhibition, % at 6 µM; in the data active means inhibition above about 12%
Active calls of the source: *; i = inactive; / = no result given; & = joins results of further samples. The list is partial; rates above refer to the full screens.

SMILES	SSB-PriA inh	PfHsp40 yeast	MazEF act	BH1578 lux ind	Anthrax LF prot	TcdB GH inh	Rv3671c protease	Yp Topo-I inh	VHR inh abs	3CLpro inhibitor
CC(=Nc1ccccc1)C1=C(O)CSC1=O	-4.7	0.1	0.4	-3.3	-4.8	/	0.2	7.4	7.9	3.2
Cc1cnc(NC2=NCCC2)s1	-10.1	0.0	1.5	-0.4	-0.4	0.5	0.5	3.4	18.4	1.5
CN(C(=O)c1cccc(NC(=O)Cc2cccc(NC(=O)C3CCCN(C(=O)C4CCC4)C3)c2)c1)C1CC1 (stereo not given)	1.5	1.2	7.6	i	-2.7	0.4	/	16.9	/	/
O=C1c2ccccc2NC(c2cccc([N+](=O)[O-])c2)N1O (stereo not given)	0.8	3.0	13.6	i	4.0	0.5	-2.3	-7.0	32.2	-2.8
CC(C)C1C(=O)N(Cc2cn(CC3CCCCC3)nn2)CCS(=O)(=O)N1Cc1ccc(-c2ccc(F)cc2)cc1 (stereo not given)	/	/	-9.6	-0.3	7.0	-1.0	/	-5.4	/	/
COc1ccc(CCn2c(C)cc(C(=O)CN3C(=O)C(=O)N(C4CCCC4)C3=O)c2C)cc1OC	-11.8	0.1	-9.4	-14.3	-0.8	0.0	/	-1.6	/	/
COc1ccc(CC(=O)N2CCc3ccccc32)cc1	-0.4	1.4	9.7	-0.4	-2.3	/	-6.2	5.1	4.4	-1.8
Cc1ccc(C(=O)Oc2oc(-c3ccco3)nc2C=Nc2ccc(Cl)cc2)cc1	-8.3	-0.4	-35.6	-0.2	-0.3	/	-6.1	21.4	6.8	1.0
Cc1cc(C)cc(OCCNC(=O)c2ccc(Br)cc2)c1	-11.0	0.8	-1.2	1.5	10.7	1.8	0.6	-4.1	-2.0	1.7
O=C(NC(Cc1c[nH]c2ccccc12)C(=O)O)c1ccc(F)cc1 (stereo not given)	-14.1	0.5	-10.4	-0.5	-2.0	-0.1	-3.7	-7.9	-10.7	-1.9
C[C@@H]1CN([C@@H](C)CO)C(=O)c2cc(Br)cnc2O[C@H]1CN(C)C(=O)Cc1ccccn1	/	/	6.3	-0.5	-2.9	-6.1&-0.1	/	-0.3	/	/
COc1cccc(-c2nnn(CC(=O)N(C3CCCCC3)C3CCS(=O)(=O)C3)n2)c1 (stereo not given)	/	/	-3.6	-0.3	1.2	-0.4	/	4.2	/	/
CCn1c(C(C)C)n[nH]c1=S	-8.5	-0.1	7.1	i	-1.9	0.1	7.7	7.9	16.5	-1.4
CCOC(=O)Cn1c(=O)c2c(nc3n2CCCCN3c2ccc(OCC)cc2)n(C)c1=O	-7.4	-0.6	8.5	i	0.8	1.1	-0.7	13.8	/	/
CCOC(=O)N1CCN(C(=O)CSc2ccc(-c3ccccc3OC)nn2)CC1	-1.0&-9.6	-2.0	2.1	-3.1	-1.3	-1.2	7.4	2.9	22.5	2.7
COC(=O)C(C(=O)Nc1cccc(Cl)c1C)C1CCCC1 (stereo not given)	-5.9	-0.8	-0.4	-0.2	-0.9	1.0	-5.4	-5.3	8.5	4.0
COc1ccccc1NC(=O)Cc1nc(CCl)cs1	-1.9	-0.4	5.7	-0.3	1.1	/	2.3	1.9	-12.4	-5.4
CCc1nc2ccc(C(=O)N(C)Cc3ccccc3)cn2c1N(C)CCCc1ccccc1	/	/	/	-0.5	-7.2	0.5	/	27.4	/	/
Cc1no[n+]([O-])c1COc1ccccc1/C=C1\NC(=S)NC1=O	-5.4	0.2	-6.5	i	0.4	/	-11.4	-0.8	0.0	0.9
CCOC(=O)C(NCCc1ccccc1F)(NC(=O)CC)C(F)(F)F (stereo not given)	-4.1	0.3	9.2	-0.1	-1.3	0.7	6.4	2.6	-0.9	5.4
O=C(Nc1cccc(F)c1)NC1(C(=O)NCC2CCCO2)CCCCC1 (stereo not given)	-1.2	-0.8	14.1	-0.4	-5.9	1.7	-3.9	-2.9	8.0	-2.6
Cc1ccc(C2=NC3(CCCC3)NC2=S)cc1	-3.6	0.3	-2.8	i	0.3	0.0	-2.5	1.3	13.6	1.4
CCn1c(SCc2nc(-c3ccccc3)no2)nc2ccccc21	-36.8	0.9	4.7	/	1.1	1.3	-3.4	41.3	25.2	0.5
COCCN(C(=O)COC(=O)c1ccc2c(c1)OCO2)c1c(N)n(Cc2ccccc2)c(=O)[nH]c1=O	/	/	-2.7	-0.8	1.3	-1.6	/	-0.7	/	/

Profiles, quoted from the list. Order of screens: SSB-PriA inh, PfHsp40 yeast, MazEF act, BH1578 lux ind, Anthrax LF prot, TcdB GH inh, Rv3671c protease, Yp Topo-I inh, VHR inh abs, 3CLpro inhibitor
Cc1no[n+]([O-])c1COc1ccccc1/C=C1\NC(=S)NC1=O reads -5.4, 0.2, -6.5, i, 0.4, /, -11.4, -0.8, 0.0, 0.9
COc1ccccc1NC(=O)Cc1nc(CCl)cs1 reads -1.9, -0.4, 5.7, -0.3, 1.1, /, 2.3, 1.9, -12.4, -5.4

Remaining list, next part:
SMILES	SSB-PriA inh	PfHsp40 yeast	MazEF act	BH1578 lux ind	Anthrax LF prot	TcdB GH inh	Rv3671c protease	Yp Topo-I inh	VHR inh abs	3CLpro inhibitor
O=C(NCCO)c1nsnc1NCCCl	-9.7	-0.1	12.1	i	-5.3	0.8	-1.2	7.9	-0.4	8.0
O=C(c1cn(-c2ccccc2)nc1-c1cccnc1)N1CCCCC1	-3.8	-3.0	2.1	i	-6.5	/	4.7	4.3	46.3	0.6
COc1ccc(C(=O)NC(=O)Nc2cc(C)ccn2)cc1	-3.3	-1.5	-12.6	5.0	2.9	0.2	-5.5	8.8	22.1	0.9
Cc1cccc(N2CCN(S(=O)(=O)c3cnc[nH]3)CC2)c1C	-12.4	-0.1	1.8	-0.3	3.6	1.4	0.2	-0.9	20.8	4.1
C#CCOCCOCCOCCNc1nc(N2CCN(C(=O)[C@H](CCC(=O)O)n3cc([C@@H](N)[C@H](C)CC)nn3)CC2)nc(N2CCN(C(=O)[C@H](CCC(=O)O)n3cc([C@@H](N)CC(N)=O)nn3)CC2)n1	-8.6	-0.5	1.4	i	-7.6	0.6	1.1	2.8	/	/
COc1cc(C(=O)NCc2cc3ccccc3n2C)cc(OC)c1OC	-4.2	2.0	4.2	-0.3	7.2	-0.1	0.8	2.5	21.9	-3.1
OCCN(CCO)c1nc(N2CCCCC2)c2nc(N(CCO)CCO)nc(N3CCCCC3)c2n1	-5.4	0.8	-646.0	4.3&-0.3	-18.5	-52.0	-0.2	26.2	16.3	-1.3
COc1ccccc1CNC(=O)c1ccccc1OCc1ccc(F)cc1	-33.5	10.2	-5.8	-0.5	-2.3	/	-9.8	18.2	2.9	5.5
CCC(c1nnnn1C(C)(C)C)N1CCN(C(=O)c2ccco2)CC1 (stereo not given)	-5.3	0.7	2.9	0.3	-0.4	1.7	-0.4	6.0	49.0	3.3
NS(=O)(=O)c1ccc(CNC(=O)C(Cc2ccccc2)NS(=O)(=O)c2ccccc2F)cc1 (stereo not given)	-4.3	2.0	3.4	i	-11.6	0.8	-0.8	11.3	-16.5	1.3
COc1ccc(S(=O)(=O)c2c(O)c3ccc(C(=O)Nc4ccc(F)cc4)cc3[nH]c2=O)cc1	-0.4	-0.8	-10.1	0.5	-3.6	-2.2	-14.3	-8.4	-17.2	12.2
O=[N+]([O-])c1cc(/C=N/n2cnnc2)ccc1N1CCCC1	/	7.0	0.4	i	-1.5	1.3	0.9	-3.2	10.6	1.1
O=C(NC(=S)NCCc1ccccc1)c1cccc(Cl)c1	-12.3	-0.5	1.1	-0.2	-3.1	0.0	-12.9	13.0	10.5	-1.6
O=C(NCc1ccccc1)c1ccccc1NC(=O)C1CCCCC1	-10.8	-1.1	0.0	-0.8	-4.5	3.7	-4.1	14.5	39.5	-4.7
CCN(CC)CCOC(=O)c1ccc(NC(=O)c2ccc(Cl)c(S(=O)(=O)N3CCCCCC3)c2)cc1	2.3	0.0	5.6	-0.8	-6.6	0.3	-7.6	1.3	34.0	3.0
Cn1c(=O)c2sccc2n(Cc2ccccc2)c1=O	-1.9	-0.8	6.5	i	11.9	0.6	5.8	-3.3	5.2	-0.3
CC(=O)c1cccc(NC(=S)NC(=O)c2cncc(Br)c2)c1	0.4	6.0	-2.4	i	1.2	2.5	6.9	-8.8	-11.8	-0.5
Cc1cc(-c2cc(C(=O)NCc3ccccc3)on2)nc(NCC2CC2)n1	-20.1	4.4	4.9	i	-4.8	1.0	-6.5	18.5	30.1	/
CCOC(=O)N1CCN(C(=O)C2CCC(=O)N(CCc3ccccc3)C2)CC1 (stereo not given)	-6.7	0.3	2.1	i	-1.8	1.2	-3.9	0.2	9.6	-4.1
Clc1cccc(/C(Cc2nc3ccccc3[nH]2)=N\Nc2ccccc2)c1	/	-1.2	60.7*	-0.2	-2.3	0.8	4.8	-28.8	14.7	1.1
CCN(Cc1ccccc1)C(=S)NC(=O)c1ccccc1Br	5.7	5.7	-1.9	i	10.7	-0.4	-2.3	-2.6	-23.8	3.1
COc1ccc2[nH]c3c(c2c1)CC(C)NC3=O (stereo not given)	-1.6	-0.4	12.6	-0.6	/	0.1	/	-5.6	43.0	1.8
Cc1ccc(/C=C(\NC(=O)c2ccccc2)C(=O)N2CCCCC2)cc1	0.2	-1.5	8.3	-2.4	-5.3	-0.3	-6.9	10.2	21.9	-1.2
COc1ccccc1OCCn1c(C)c(C=O)c2ccccc21	-7.6	-0.2	-4.6	i	3.2	0.3	-10.2	0.5	30.3	-3.6

Quoted at random: 5 compounds from above
SMILES	SSB-PriA inh	PfHsp40 yeast	MazEF act	BH1578 lux ind	Anthrax LF prot	TcdB GH inh	Rv3671c protease	Yp Topo-I inh	VHR inh abs	3CLpro inhibitor
Cc1cc(-c2cc(C(=O)NCc3ccccc3)on2)nc(NCC2CC2)n1	-20.1	4.4	4.9	i	-4.8	1.0	-6.5	18.5	30.1	/
O=C(Nc1cccc(F)c1)NC1(C(=O)NCC2CCCO2)CCCCC1 (stereo not given)	-1.2	-0.8	14.1	-0.4	-5.9	1.7	-3.9	-2.9	8.0	-2.6
OCCN(CCO)c1nc(N2CCCCC2)c2nc(N(CCO)CCO)nc(N3CCCCC3)c2n1	-5.4	0.8	-646.0	4.3&-0.3	-18.5	-52.0	-0.2	26.2	16.3	-1.3
COc1ccc(S(=O)(=O)c2c(O)c3ccc(C(=O)Nc4ccc(F)cc4)cc3[nH]c2=O)cc1	-0.4	-0.8	-10.1	0.5	-3.6	-2.2	-14.3	-8.4	-17.2	12.2
O=[N+]([O-])c1cc(/C=N/n2cnnc2)ccc1N1CCCC1	/	7.0	0.4	i	-1.5	1.3	0.9	-3.2	10.6	1.1

(cont.)
SMILES	SSB-PriA inh	PfHsp40 yeast	MazEF act	BH1578 lux ind	Anthrax LF prot	TcdB GH inh	Rv3671c protease	Yp Topo-I inh	VHR inh abs	3CLpro inhibitor
O=c1[nH]c2ccc(F)cc2[nH]c1=O	-6.5	-0.3	9.8	0.5	-1.9	1.4	6.0	-7.6	26.9	-2.6
O=C(Oc1cccc(NC2=NS(=O)(=O)c3ccccc32)c1)c1cccnc1	-18.4	-1.0	17.3	-0.4	3.6	1.1	-2.1	7.5	26.4	1.5
Cc1ccc(C(=O)CCC(=O)NCc2ccccc2)cc1	-4.0	1.5	-2.9	-0.2	/	-0.6	-0.4	-5.8	-2.4	-2.7
COCCn1c(-c2cccs2)nc2nc3ccccc3nc21	-14.8	0.9	-5.5	-1.1	13.4	0.0	12.9	-5.5	8.7	3.5
COc1cccc(CN2CCNC(=O)C2CC(=O)NC2CCOCC2)c1OC (stereo not given)	-6.4	-0.6	3.4	i	-0.1	2.2	-3.8	4.6	-6.0	-3.3
COc1cc(C(=O)N(CCCO)Cc2cc3ccc(C)c(C)c3[nH]c2=O)cc(OC)c1OC	-8.1	-0.3	0.9	-0.3	-0.3	/	-4.1	-5.5	-1.9	0.5
CCOc1ccccc1NC(=O)C1Cc2ccccc2CN1S(C)(=O)=O (stereo not given)	-5.8	0.2	9.7	i	1.3	/	-7.5	2.5	17.4	4.4
CC(=O)c1sc(N/N=C\c2ccc(Br)cc2)nc1C	/	1.1	-12.8	-0.3	-0.6	/	-11.8	8.4	-6.7	4.9
COc1ccc(NC(=O)CC2C(=O)N(c3ccc(OC)cc3)C(=O)N2Cc2ccc(OC)c(OC)c2)cc1 (stereo not given)	-22.5	0.0	7.0	i	-4.9	1.3	6.3	-2.9	25.7	3.2
